PTHR1 ag = qHTS for PTHR1 Agonists: Primary Screen; 410,000 compounds, 0.075% hits; HEK293 GP2 PTHR1 cells, GloSensor cAMP luminescence, 1 h; Potency, µM (doses to about 115 µM), inactives show at the highest dose activation, most hits filed as activators; also: potency is read from the fitted curve at half-maximal effect; nearly all actives have a fitted effect of over 55% in size; some results filed as inactive show a strong effect at the top dose; inactives centre near -15; many of its hits are not listed in these tables
Target sequence (Q03431 whole entry, looked up): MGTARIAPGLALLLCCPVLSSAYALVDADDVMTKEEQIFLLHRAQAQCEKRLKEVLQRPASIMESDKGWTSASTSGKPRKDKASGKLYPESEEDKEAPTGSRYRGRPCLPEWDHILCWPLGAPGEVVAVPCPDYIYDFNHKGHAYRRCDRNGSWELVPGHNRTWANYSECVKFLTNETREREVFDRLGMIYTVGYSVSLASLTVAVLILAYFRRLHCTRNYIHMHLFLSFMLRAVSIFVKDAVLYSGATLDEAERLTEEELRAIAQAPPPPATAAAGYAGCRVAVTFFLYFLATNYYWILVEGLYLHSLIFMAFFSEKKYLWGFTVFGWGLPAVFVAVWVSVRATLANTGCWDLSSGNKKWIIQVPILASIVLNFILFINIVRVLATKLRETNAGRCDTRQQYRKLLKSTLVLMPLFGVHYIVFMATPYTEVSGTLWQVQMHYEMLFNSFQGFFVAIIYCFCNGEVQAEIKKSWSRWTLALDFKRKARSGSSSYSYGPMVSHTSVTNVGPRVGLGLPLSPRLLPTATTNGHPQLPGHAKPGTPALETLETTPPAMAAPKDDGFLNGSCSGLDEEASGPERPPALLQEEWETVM
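HEK-293-derived GP2 cells expressing PTHR1 and a GloSensor cAMP reporter, 3,000/well, plated overnight, given luciferin plus IBMX (each 0.5 mM as added) for 1 h at 37 °C, then compound for 1 h at 37 °C. Luminescence was read after 15 min at room temperature.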
FUS yeast rescue = qHTS for Suppressors of FUS Proteinopathy: Primary screen using FUS-linked yeast assay | 390,000 compounds, 0.24% hits | Potency, µM (highest dose often 76.6 µM), without a hit: at the top dose growth rescue (activation), usual class: activators | S. cerevisiae FUS-expressing, growth rescue, OD600, 24 h;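 also: potency is read from the fitted curve at half-maximal effect; plate controls were DMSO vehicle for no effect and reference control for full effect; nearly all actives have a fitted effect of over 55% in size; some results filed as inactive show a strong effect at the top dose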
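Steps: raffinose overnight preculture; dilution to OD 0.005 in 2% galactose minimal medium; compound addition (concentration series); 24hr at 30C, 99% humidity; absorbance read at 600 nm.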
TDP43 rescue = qHTS of TDP-43 Inhibitors. TDP-43 expressing yeast growth rescue, BacTiter-Glo, 24 h. Potency, µM (series often up to 46.1 µM), inactives show at the highest dose growth rescue (activation), hits mostly activators. 410,000 compounds, 1.8% hits. AID 652104, 2013; also: potency is read from the fitted curve at half-maximal effect; % of control where 0% means no effect; nearly all actives have a fitted effect of over 50% in size
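Readout is BacTiter-Glo luminescence of cell growth, so inhibitors register as activators. TDP-43-expressing yeast at OD600=0.02 in galactose medium, after raffinose pregrowth to mid-log, were incubated with compound for 24 hr at 30 deg C.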
aSyn yeast inh = qHTS of alpha-syn Inhibitors; Yeast expressing alpha-synuclein, growth rescue, BacTiter-Glo, 24 h; Potency, µM (highest dose often 46.1 µM), inactives show at the highest dose growth rescue (activation), usual class: activators; 370,000 compounds, 0.14% hits; AID 652106, 2013; also: potency is read from the fitted curve at half-maximal effect; % of control where 0% means no effect; nearly all actives have a fitted effect of over 65% in size
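Screening used galactose-induced yeast with toxic alpha-synuclein levels, exposed to compound for 24 hr at 30 deg C. Cell growth, read with BacTiter-Glo luminescence, gave the measured signal.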
Akt phos inh = HTS Assay for Inhibitors of Akt Phophorylation: Primary Screen; Neuro2A IGF-stimulated pAkt S473 HTRF, 20 min; hits give low values; activity change, % for hits at 50 µM; 360,000 compounds, 0.32% hits; in the data active = activity change below about -80%; inconclusive = mostly about -51% to -80%; also: % is scaled to controls: 0 for no effect and ±100 for the full control effect
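Neuro2A cells (4,500/well, DMEM with 0.5% FBS) were treated with compound at a single 50 µM final concentration, stimulated with 6 nM IGF for 20 min at 37 °C, and lysed. Phospho-Akt Ser473 was read by HTRF as 665/615 ratio ×10^4.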
GLP1R ag = qHTS of GLP-1 Receptor Agonists | HEK293 GLP-1R CRE-luciferase, luminescence, 4-6 h; cells express a hypersensitive GLP-1R form | Potency, µM (top dose mostly 45.6 µM), without a hit: at the highest dose activation, hits mostly activators | 380,000 compounds, 0.007% hits | Glucagon-like peptide 1 receptor (Homo sapiens), P43220; also: potency is read from the fitted curve at half-maximal effect; % of control where 0% means no effect
Target sequence (P43220 whole entry, looked up): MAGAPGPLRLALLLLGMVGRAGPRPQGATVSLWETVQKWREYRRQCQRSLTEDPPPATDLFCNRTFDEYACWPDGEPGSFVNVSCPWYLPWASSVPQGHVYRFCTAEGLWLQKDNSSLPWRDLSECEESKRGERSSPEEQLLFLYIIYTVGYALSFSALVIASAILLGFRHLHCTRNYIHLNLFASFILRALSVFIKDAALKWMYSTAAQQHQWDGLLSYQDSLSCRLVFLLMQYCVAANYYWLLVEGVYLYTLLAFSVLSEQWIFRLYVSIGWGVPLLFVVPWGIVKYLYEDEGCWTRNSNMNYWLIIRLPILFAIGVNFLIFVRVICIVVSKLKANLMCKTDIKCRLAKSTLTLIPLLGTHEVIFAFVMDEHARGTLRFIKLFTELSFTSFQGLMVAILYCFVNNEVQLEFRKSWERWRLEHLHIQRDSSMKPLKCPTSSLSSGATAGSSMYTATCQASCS
GLP1R inv ag = qHTS of GLP-1 Receptor Inverse Agonists (Inhibition Mode); Potency, µM (doses to about 38.3 µM), without a hit: at the highest dose activity change, negative = inhibition, most hits filed as inhibitors; 410,000 compounds, 1.6% hits; HEK293 GLP-1R CRE-luciferase, luminescence, 24 h; GLP-1R form is constitutively active; Glucagon-like peptide 1 receptor (Homo sapiens), P43220; also: potency is read from the fitted curve at half-maximal effect; % is scaled to controls: 0 for no effect and ±100 for the full control effect; nearly all actives have a fitted effect of over 55% in size
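Luminescence readout: a drop in cAMP-driven luciferase signal flags inverse agonism at a constitutively active GLP-1R stably expressed in HEK293. Compound exposure lasted 24 hr at 37 deg C, 5% CO2.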
DRD3 antagonist = qHTS of D3 Dopamine Receptor Antagonist: qHTS. D(3) dopamine receptor (Homo sapiens), P35462. D3R cells, DiscoveRx beta-arrestin luminescence, antagonist mode; hits give low values. max response, negative = inhibition, %. 360,000 compounds, 2.5% hits. AID 652054, 2013; in the data active = max response below about -50%; inconclusive = no clear call, values can overlap the other calls; also: % is scaled to controls: 0 for no effect and ±100 for the full control effect; mostly tested at two doses, the higher about 12 µM
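Cells expressing the human receptor were seeded at 1500 cells/well, incubated overnight at 37 degrees C in 5% CO2, then exposed to library compounds with dopamine controls for 90 minutes at 37 degrees C before luminescent detection.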
Abeta rescue = qHTS for compounds that reverse cellular toxicity of Amyloid beta (A-beta) peptide in yeast: Primary Screen; Potency, µM (highest dose often 46.1 µM), for the others: at the top dose growth rescue, actives largely listed as activators; 410,000 compounds, 0.063% hits; yeast expressing A-beta42, growth rescue, OD600, 48 h; response scale: 0% DMSO, 100% iron-clioquinol control; AID 1347071, 2019; also: potency is read from the fitted curve at half-maximal effect; nearly all actives have a fitted effect of over 55% in size
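Yeast growth medium received pinned compounds, then yeast cells expressing toxic A-beta were added; plates incubated at 30 C for 48 hr. Growth read as absorbance at 600 nm, normalized to DMSO and equimolar FeCl3 plus clioquinol controls.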
* hit, by the source's call; i = inactive; u = inconclusive; x = not tested or not shown; & = joins results of further samples; [ ] = dose if it differs, or a comment. Unless noted, calls follow the shape of the dose curve; as a rule, active = well fitted curve in the direction sought with a large enough effect; inconclusive = small, poorly fitted or top-dose-only effect, or another doubt; inactive = no such curve, though single readings can be large; an effect the other way counts as inactive or inconclusive. These rows are one share of the data, so the mix of outcomes need not match the whole.

SMILES	PTHR1 ag	FUS yeast rescue	TDP43 rescue	aSyn yeast inh	Akt phos inh	GLP1R ag	GLP1R inv ag	DRD3 antagonist	Abeta rescue
CC1([N+](=O)[O-])COP(=O)(Nc2ccccc2F)OC1 (centres undefined)	-8%	x	-1%	-7%	i	0%	6%	-22	0%
Cc1ccc(C)c(NC2=NCCCS2)c1	i	-7%	-20%	-15%	i	16%	u	9	-12%
c1ccc(P(c2ccccn2)c2ccccn2)cc1	i	-2%	2%	1%	i	7%	5%	-11	u
Cc1cccc(CN2CC=C(c3noc(CCC(=O)Nc4ccc(C)c(F)c4)n3)CC2)c1	-15%	19%	3%	x	x	x	u	x	-17%
CCOP(=O)(OCC)C1(O)C(=O)Nc2ccccc21 (centres undefined)	i	x	6%	-10%	i	-8%	-8%	-8	1%
COP(=O)(OC)c1nc(-c2cccc3ccccc23)oc1NCCc1ccccc1	-34%[inhibitor]	24%	18%	10%	i	28%	u	-2	38%
COc1ccc2c(c1O)C13CCN(C)C(C2)C1CCC(=O)C3 (centres undefined)	i	-3%	11%	0%	i	3%	0%	0	0%
O=c1[nH]c(=O)n(-c2ccc(Cl)cc2)c(O)c1C=NCCN1CCCCC1	i	-4%	-10%	5%	i	5%	-12%	3	-1%
CN1CCN(Cc2ccc3ccccc3c2)CC1	i	-28%	-2%	-8%	i	-4%	-33%	-20	-1%
COc1ccc(N/N=C/c2c(O)n(-c3ccc(C)c(C)c3)c(=O)[nH]c2=O)cc1	i	u	-4%	9%	i	-4%	u	-11	-1%
O=C1c2cccc(O)c2C(=O)c2c(O)cc(CO)cc21	-23%	-6%	-9%	8%	i	-1%	39%[activator]	4	-27%
Cc1ccc2cc(CNCCc3ccccc3C)c(=O)[nH]c2c1	i	12%	-1%	-1%	i	17%	u	-16	7%
Cc1ccc(N=Cc2c(O)n(C)c(=O)n(C)c2=O)nc1	-8%[57.5 µM]	-13%	-14%	u	i	-2%	-16%	-18	9%
CC(C)[N+](C)(CCC(C(N)=O)(c1ccccc1)c1ccccc1)C(C)C	-23%	-27%	4%	1%	i	5%	9%	19	-19%
Cn1c(O)c(C=Nc2cccc(C(F)(F)F)c2)c(=O)n(C)c1=O	-1%	24%	-14%	11%	i	2%	22%	0	-17%
COc1cc(C=C2C(=O)NC(=O)NC2=O)ccc1O	i	-31%	-7%	-2%	i	-9%	-3%	-3	-3%
CCCn1c(C(=O)c2ccccc2OC)nc2ccccc21	-24%	12%	17%	14%	i	5%	u	18	14%
Cc1ccc(Cn2nc(C(=O)Nc3ccc(Br)cc3)cc2C)cc1	-92%	-4%	-4%	-4%	i	20%	u	6	-12%
CCCOC(=O)C1C2CCC(O2)C1C(=O)O (centres undefined)	i	-12%	-7%	8%	i	-1%	5%	0	0%
CCOc1cc2c(cc1OCC)-n1cccc1C(c1ccc(F)c(OC)c1)NC2 (centres undefined)	i	-5%	0%	2%	i	18%	u	-1	2%
COc1ccccc1CN1CCNCC1	i	-11%	10%	0%	i	-7%	3%	-6	4%
CCOC(=O)c1ccc(CNCc2ccc(Br)cc2)cc1	10%	5%	-21%	-3%	i	9%	u	0	-13%
C/C(=N\NC(=O)c1ccccc1Cl)c1c(O)n(C2CCCCC2)c(=O)[nH]c1=O	-14%	15%	-3%	-15%	i	-4%	u	-13	-22%
Cc1nccc2c1[nH]c1ccccc12	i	21%	-24%	-1%&5%&-1%	i	-3%	u	18	-16%
CCCCn1c(NS(=O)(=O)c2ccc(C)cc2)c(C(=O)OCC)c2nc3ccccc3nc21	i	x	4%	10%	i	-3%	12%	-11	-15%
New compounds follow.
SMILES	PTHR1 ag	FUS yeast rescue	TDP43 rescue	aSyn yeast inh	Akt phos inh	GLP1R ag	GLP1R inv ag	DRD3 antagonist	Abeta rescue
C1CN(P2(N3CC3)=NP(N3CC3)(N3CC3)=NP(N3CC3)(N3CC3)=N2)CCO1 (centres undefined)	i	-9%	1%	-10%	i	6%&-5%	u	12	3%
COc1ccc(C(=O)NC(=S)N2C[C@H]3C[C@H](C2)c2cccc(=O)n2C3)cc1OC	2%	-10%	-6%	6%	i	-4%	2%	-1	-18%
CN(CCc1ccccc1)Cc1ccccc1[N+](=O)[O-]	i	-10%	-6%	0%	i	-21%	u	-25	21%
Cn1c(O)c(Cc2ccc(OCc3ccccc3)cc2)c(=O)n(C)c1=O	-22%	2%	u	0%	i	-2%	10%	24	10%
Cc1cc(OCC(=O)N2C[C@H]3C[C@@H](C2)c2cccc(=O)n2C3)c2c(C)c(C)c(=O)oc2c1	-95%[inhibitor]	-8%	-6%	0%	i	3%	4%	-17	-11%
COc1cc(C(=O)Nc2ccc(Br)cc2C(=O)c2ccccc2)cc(OC)c1OC	i	-2%	-3%	-8%	i	1%	2%	-4	13%
COC(=O)C1=Nc2ccccc2/C1=C\c1c(O)n(C)c(=O)n(C)c1=O	-12%	-2%	-1%	0%	i	0%	-12%	-5	-15%
COc1cc(CC2(CCc3ccncc3)C(=O)N(C)C(=O)N(C)C2=O)cc(OC)c1OC	-16%	14%	-22%	0%	i	6%	-13%	23	9%
N#Cc1c(N2CCNCC2)nc(-c2ccco2)c2c1CCCC2	i	24%	-16%[1.82 µM]	5%	i	18%	37%[activator]	-12	-2%
COc1ccc(CCn2c(O)c(C=NCCCn3ccnc3)c(=O)[nH]c2=O)cc1OC	20%[57.5 µM]	15%	1%	3%	i	-5%	4%	28	2%
Cc1cccc(OP(N)(N)=O)c1C	i	-7%	10%	4%	i	0%	-12%	2	2%
Brc1ccc(CN2CCNCC2)s1	-17%	-11%	14%	9%	i	-6%	u	u	23%
COC(=O)Cn1cc(/C=C2\C(=O)NC(=O)N(c3ccccc3)C2=O)c2ccccc21	-28%	28%	x	-3%	i	-3%	-5%	10	-2%
CC(C)CCOP(N)(=O)Oc1ccccc1Cl (centres undefined)	-8%	5%	-7%	0%	i	-3%	-1%	-24	-6%
O=C(O)C1=CC2c3ccccc3C1c1ccccc12	-27%	17%	-13%	15%	i	3%	4%	2	15%
Cc1nc2ccc(Br)cc2c(=O)n1-c1ccc([N+](=O)[O-])c(C(F)(F)F)c1	-11%	4%	-12%	-4%	i	8%	u	-1	6%
O=c1ccc2cc(O[C@@H]3O[C@@H](CO)[C@H](O)[C@@H](O)[C@@H]3O)c(O)cc2o1	i	-6%	1%	1%	i	-4%	19%	11	4%
O=C1NC(=O)N(Cc2ccco2)C(=O)/C1=C/c1cccn1CCOc1ccccc1Cl	-31%[inhibitor]	x	14%	-1%	i	1%	-24%	-14	0%
O=c1[nH]c(=O)n(C2CCCCC2)c(O)c1C=NCCCn1ccnc1	i	10%	-4%	12%	i	7%	-18%	0	-2%
COC(=O)C(O)(c1ccc(N(C)C(=O)c2cccs2)cc1)C(F)(F)F (centres undefined)	-32%[inhibitor]	8%	13%	2%	i	10%	6%	17	-20%
Clc1cccc(C2NCCc3[nH]cnc32)c1 (centres undefined)	i	-29%	4%	-7%	i	-11%	0%	-17	27%[9.22 µM]
O=C(Cc1ccccc1)N1CCN(C/C=C/c2ccccc2)CC1	-3%[57.5 µM]	4%	-7%	0%	i	-2%	u	-4	5%
CC(=O)NC1=C(N2CC2C)C(=O)C(NC(C)=O)=C(N2CC2C)C1=O (centres undefined)	-6%	-2%	10%	1%	i	-13%	-10%	-4	0%
Cn1c(O)c(C(=NCCN2CCCCC2)c2ccccc2Cl)c(=O)n(C)c1=O	-11%[57.5 µM]	22%	14%	-1%	i	2%	0%	u	-6%
Cc1noc(C)c1COc1ccc(C(=O)NCC2(N(C)C)CCCCC2)cc1	-4%	-20%	7%	-8%	i	6%	1%	-11	-3%
New compounds follow
SMILES	PTHR1 ag	FUS yeast rescue	TDP43 rescue	aSyn yeast inh	Akt phos inh	GLP1R ag	GLP1R inv ag	DRD3 antagonist	Abeta rescue
COc1ccc(-c2cc(-c3ccccc3)[n+](C)c(-c3ccccc3)c2)cc1	-18%	21%	-25%	0%	i	5%	u	-23	-11%
Cc1ccc(/C=C2\C(=O)NC(=S)N(c3ccc(F)cc3)C2=O)o1	-35%[inhibitor]	14%	11µM*	0%	i	-4%	-6%	-22	-6%
CS(=O)(=O)c1ccc(C2=C(CNC(=O)c3nccs3)[C@H]3CC[C@@H](C2)N3CCOc2ccccc2)cc1	-11%	-15%	1%	1%	i	-6%	10%	2	1%
CCOc1ccc(CN2C(=O)c3ccccc3Sc3ccc(C(=O)N4CCC5(CC4)OCCO5)cc32)cc1	-14%	u	13µM*	x	x	-2%	5%	x	-3%
CCN1CCN(CC(c2ccccc2)c2ccccc2)CC1	-35%[inhibitor]	13%	5%	-1%	i	-7%	-26%	-28	-2%
O=[N+]([O-])c1ccccc1CNCCc1ccc(F)cc1	i	4%	-19%	10%	i	3%	-6%	u	-1%

Quoted from above for reference:
SMILES	PTHR1 ag	FUS yeast rescue	TDP43 rescue	aSyn yeast inh	Akt phos inh	GLP1R ag	GLP1R inv ag	DRD3 antagonist	Abeta rescue
CCOc1ccc(CN2C(=O)c3ccccc3Sc3ccc(C(=O)N4CCC5(CC4)OCCO5)cc32)cc1	-14%	u	13µM*	x	x	-2%	5%	x	-3%
CCN1CCN(CC(c2ccccc2)c2ccccc2)CC1	-35%[inhibitor]	13%	5%	-1%	i	-7%	-26%	-28	-2%
O=[N+]([O-])c1ccccc1CNCCc1ccc(F)cc1	i	4%	-19%	10%	i	3%	-6%	u	-1%
